DAX1 inh-1 – inhibitors of human orphan nuclear receptor DAX1 (NR0B1); AID 504766; inhibition, % at 6.75 µM; hit rate 0.99% among 340,000; HEK293 Gal4-DAX1 luciferase reporter, luminescence; P51843;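 active means inhibition above the mean over all tested compounds plus 3 SD, cut at about 4.2% in these data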;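 further: 0% = DAX1-transfected cells with DMSO and 100% = empty-vector control cells with DMSO; inhibition shows as a rise in luminescence from relieved DAX1 repression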
SMARCA2 act – increases SMARCA2 function in MMTV reporter cells. MG213 cells, MMTV-luciferase reporter, dexamethasone, overnight. activation, % at 9.1 µM. hit rate 1% among 370,000. AID 652017; in the data active means activation above about 7.8%;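 further: 0% = vehicle wells and 100% = reference activator wells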
hgDAF12 agonist – hgDAF-12 agonism, primary luciferase screen. HEK293 GAL4-hgDAF12 UAS-luciferase reporter, agonist luminescence; normalized to butyrate control. hit rate 1.8% among 370,000. activation, % at 6.8 µM;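 active means activation above a cutoff set at the mean of all screened compounds plus 3 SD, cut at about 10% in these data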;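 further: 0% = DMSO wells and 100% = sodium butyrate wells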
Rev-erbA mod – Rev-erb alpha (human) modulation; P20393; Rev-erbα–FITC-DNA binding, fluorescence polarization, 90 min; activity, % at 10 µM; hit rate 0.79% among 370,000; AID 1259318;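 active means activity above about 14%, limit read from the data; passing the limit was not always enough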;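 further: 0% = DMSO wells with 35 nM protein and 100% = DMSO wells with 750 nM protein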
ssDAF-12 act – activators of S. stercoralis DAF-12 nuclear receptor | HEK293 ssDAF-12/GRIP1 lit1-tk-luc reporter, luminescence; % of 3 µM dafachronic acid response | hit rate 1% among 370,000 | activation, % at 6.8 µM | AID 652126;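 active means activation above the mean over all tested compounds plus 3 SD, cut at about 0.9% in these data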;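 further: 0% = DMSO-only wells and 100% = 3 µM delta7-dafachronic acid wells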
PLCb3 inh – inhibitors of human phospholipase C beta3 | AID 720704 | Purified PLC-beta3, fluorogenic substrate, fluorescence | hit rate 0.18% among 370,000 | inhibition, % at 12.2 µM; in the data active means inhibition above about 11%;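 further: 0% = median of compound wells on plate and 100% = full blocker control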
Target sequence (Q01970 whole entry, looked up): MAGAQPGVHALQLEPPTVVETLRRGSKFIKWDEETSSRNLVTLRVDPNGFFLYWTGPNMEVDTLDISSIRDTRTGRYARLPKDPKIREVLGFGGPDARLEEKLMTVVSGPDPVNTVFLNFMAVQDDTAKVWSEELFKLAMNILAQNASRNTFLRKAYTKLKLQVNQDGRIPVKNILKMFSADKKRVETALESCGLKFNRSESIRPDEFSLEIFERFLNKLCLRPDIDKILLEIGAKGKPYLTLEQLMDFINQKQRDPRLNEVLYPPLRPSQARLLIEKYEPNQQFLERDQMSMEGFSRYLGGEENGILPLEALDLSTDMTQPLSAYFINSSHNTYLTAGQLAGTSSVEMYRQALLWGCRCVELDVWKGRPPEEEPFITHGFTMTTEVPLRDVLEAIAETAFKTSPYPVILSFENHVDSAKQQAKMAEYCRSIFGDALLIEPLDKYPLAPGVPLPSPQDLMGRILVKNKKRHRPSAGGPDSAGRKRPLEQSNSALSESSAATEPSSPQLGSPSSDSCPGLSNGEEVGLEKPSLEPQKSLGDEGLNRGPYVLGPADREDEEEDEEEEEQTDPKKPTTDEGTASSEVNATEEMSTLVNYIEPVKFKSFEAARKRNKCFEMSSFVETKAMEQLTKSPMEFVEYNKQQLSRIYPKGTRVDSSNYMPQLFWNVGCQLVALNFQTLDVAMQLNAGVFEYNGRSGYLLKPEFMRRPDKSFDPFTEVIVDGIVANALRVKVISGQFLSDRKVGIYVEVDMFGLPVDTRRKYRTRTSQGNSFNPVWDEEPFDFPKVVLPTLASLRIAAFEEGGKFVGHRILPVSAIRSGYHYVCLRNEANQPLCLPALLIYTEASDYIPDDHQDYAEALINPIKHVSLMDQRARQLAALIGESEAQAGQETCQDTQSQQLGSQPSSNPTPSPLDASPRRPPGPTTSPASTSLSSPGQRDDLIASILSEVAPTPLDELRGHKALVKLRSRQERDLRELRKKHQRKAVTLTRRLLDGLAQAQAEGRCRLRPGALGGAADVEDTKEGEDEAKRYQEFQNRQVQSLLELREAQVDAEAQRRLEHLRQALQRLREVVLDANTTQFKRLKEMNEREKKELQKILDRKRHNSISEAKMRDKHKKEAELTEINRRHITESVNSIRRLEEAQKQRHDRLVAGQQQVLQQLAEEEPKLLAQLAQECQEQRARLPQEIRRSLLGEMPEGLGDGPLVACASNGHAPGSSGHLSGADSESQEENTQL
sPLA2-III inh – Blocks human group III sPLA2 activity; AID 743126; inhibition, % at 12.2 µM; QFRET BODIPY PC-A2 liposome hydrolysis, fluorescence; hit rate 0.56% among 370,000; Q9NZ20;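 active means inhibition above mean plus 3 SD of compounds lying within the high and low control bounds, cut at about 19% in these data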;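 further: 0% = median of test compound wells and 100% = no enzyme DMSO wells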
DAX1 inh-2 – inhibitors of DAX1 repression of SF-1 activated StAR promoter; hit rate 1.1% among 370,000; inhibition, % at 6.8 µM; AID 652010; HEK293T StAR-luciferase reporter, SF-1/DAX-1 repression relief;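 active means inhibition above the mean over all tested compounds plus 3 SD, cut at about 3.6% in these data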;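 further: 0% = DAX-1 cells with DMSO and 100% = cells lacking DAX-1 with DMSO; higher inhibition means more luminescence from relief of DAX-1 repression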
hcDAF-12 act – activates DAF-12 receptor from parasite H. contortus; HEK293 hcDAF-12 lit1-tk-luc reporter, luminescence; 0% DMSO, 100% Δ7-dafachronic acid; activation, % at 6.8 µM; hit rate 1.4% among 370,000;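 active means activation above the mean of all tested compounds plus 3 SD, cut at about 5.5% in these data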;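 further: 100% = response to 3 µM Δ7-dafachronic acid high control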
PG9 Ab binder – PG9 antibody binding by small molecule; TR-FRET gp120-PG9 antibody binding; inhibition, % at 6.7 µM; hit rate 0.43% among 360,000; in the data active means inhibition above about 8.5%
FXN GAA850 act – activators of GAA850 frataxin (FXN) promoter; HEK293 lucGAA850 FXN promoter luciferase reporter, 24 h; percent of 10 µM SAHA response; activation, % at 6 µM; hit rate 0.56% among 360,000;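 active means activation above the average of all compounds screened plus 3 SD, cutoff fixed separately per campaign, cut at about 7.5% in these data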;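 further: 0% = DMSO wells and 100% = 10 µM SAHA wells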
The depositor's hits bear a star; / = no result given.

Each structure is followed by: DAX1 inh-1 | SMARCA2 act | hgDAF12 agonist | Rev-erbA mod | ssDAF-12 act | PLCb3 inh | sPLA2-III inh | DAX1 inh-2 | hcDAF-12 act | PG9 Ab binder | FXN GAA850 act
> CCCn1c(N)c(N(CCOC)C(=O)/C=C/c2ccc(C(=O)OC)cc2)c(=O)[nH]c1=O
 : 0.9 | 2 | 0.3 | -1 | -0.5 | -10 | -3 | 0.6 | 0.8 | -1.0 | 0.8
> Cc1ccccc1C(=O)Nc1ccccc1C(=O)NC1CC1
 : 0.9 | -1 | 6.0 | -3 | -0.8 | -4 | -5 | -2.1 | -2.0 | -0.3 | -1.2
> COC(=O)CNC(c1ccccc1Cl)c1cc(Br)ccc1NC(=O)CCN1CCOCC1 (centres undefined)
 : -1.2 | 1 | -2.5 | -1 | -2.0 | -3 | -9 | -1.1 | -1.9 | -1.2 | 2.0
> CCCCNC(=O)COCc1cc(-c2ccc3c(c2)OCO3)on1
 : -0.1 | 5 | 4.5 | 0 | -0.9 | -7 | -3 | -0.2 | -1.4 | -3.5 | 3.4
> CCN(CCn1cccn1)Cc1nc(Cc2cccc(F)c2)no1
 : 0.5 | -1 | 0.4 | 8 | -1.4 | 2 | -1 | -0.2 | -1.6 | 1.3 | 2.6
> COC(=O)c1ccc(C(=O)N2CCCC(N3CCN(c4ccc(F)cc4)CC3)C2)nc1 (centres undefined)
 : -0.3 | 3 | -0.9 | 0 | -0.8 | -2 | 6 | -2.1 | 0.6 | 1.2 | 0.8
> Cc1ccc(CO/N=C\Cc2snc(Sc3ncc(C(F)(F)F)cc3Cl)c2C#N)cc1
 : -0.5 | 3 | 1.0 | -2 | -0.6 | -10 | -1 | -0.3 | -1.4 | 0.8 | 0.0
> Cc1ccccc1-c1cc(C(=O)NCc2ccc3c(c2)OCO3)nn1CC1CC(c2cccc([N+](=O)[O-])c2)=NO1 (centres undefined)
 : -0.8 | 0 | -2.5 | 0 | -1.4 | 7 | 0 | 1.1 | -1.6 | -1.0 | -1.5
> O=c1[nH]n(-c2cccc3cccnc23)c(=O)c2ccccc12
 : -1.7 | -1 | -1.5 | -1 | -0.2 | -18 | 2 | 0.5 | 1.3 | -0.7 | 3.2
> C[C@@H]1CN([C@H](C)CO)C(=O)CCCn2nncc2CO[C@H]1CN(C)C(=O)Nc1cccc2ccccc12
 : 0.6 | -2 | 3.4 | -1 | -0.4 | -72 | 6 | -1.4 | 2.2 | -1.1 | -0.9
> O=C(c1ccc2c(c1)OCO2)C1CCCN(Cc2cn[nH]c2-c2ccccc2)C1 (centres undefined)
 : 0.0 | -4 | -2.2 | -4 | -1.6 | -1 | 2 | -0.5 | -2.8 | -1.3 | -1.2
> Cc1nc2c(C(=O)NCc3ccc(F)cc3)c[nH]n2c(=O)c1Cl
 : 0.9 | 6 | 0.2 | 2 | -1.9 | -12 | -32 | -0.8 | 1.1 | -1.5 | 0.4
> COc1ccc(CC(=O)OCC(=O)Nc2ccc(Br)cc2)cc1
 : -0.1 | 1 | -0.2 | 4 | -1.5 | 1 | -11 | 0.4 | 4.4 | -2.4 | 1.0
> CCOC(=O)Cc1csc(N/C(=N/S(=O)(=O)c2ccc(Cl)cc2)c2ccccc2)n1
 : 0.1 | 0 | -3.2 | -4 | -1.8 | 1 | -40 | 0.8 | 0.9 | -2.9 | -0.2
> COc1ccccc1N(CC(=O)NCc1ccccc1)C(=O)CCC(=O)Nc1ccccn1
 : -1.1 | -2 | 1.2 | 0 | -0.7 | -2 | -3 | -0.6 | -1.5 | 1.0 | -2.5
> CC1(C)CC(=O)C(C=Nc2ccc(Cl)cn2)=C(O)C1
 : 0.0 | -8 | 0.4 | -5 | -0.9 | -4 | 2 | 0.6 | 0.1 | 1.9 | 0.2
> COCCn1cnc2c1c(=O)n(CC(=O)OCC(=O)NCCCc1ccccc1)c(=O)n2Cc1ccccc1
 : -1.6 | -1 | 1.9 | 4 | -0.8 | 1 | -6 | -1.2 | -0.8 | -0.2 | -0.3
> COc1ccc(-c2[nH]ncc2CN(CCO)Cc2cccs2)c(F)c1
 : -0.4 | -1 | -2.3 | -7 | -1.5 | -5 | -1 | 1.2 | 0.6 | 0.0 | -2.2
> O=C(Nc1ncn[nH]1)c1cccc(F)c1
 : 2.2 | 2 | -1.1 | 0 | -0.7 | 5 | 0 | 0.2 | -0.9 | -1.7 | 1.3
> CC1(C)Cc2c(C#N)c(OCC(=O)c3ccccc3)nc(-c3ccoc3)c2CO1
 : 0.0 | -1 | 1.6 | 5 | -0.8 | -2 | 8 | 0.3 | 1.0 | 0.1 | 2.5
> O=C(CSc1nc2[nH]ncc2c(=O)[nH]1)NCc1ccccc1Cl
 : 1.0 | 0 | -1.1 | 1 | -1.5 | -1 | 1 | 0.1 | 1.4 | -0.4 | -0.3
> CC(=O)Nc1ccc(/C=N/NC(=O)CNC(=O)c2ccccc2)cc1
 : 0.6 | -3 | -4.5 | -7 | -1.8 | 4 | 1 | 0.1 | -0.5 | -0.5 | -0.9
> Cc1ccc(NCc2nnc(SCC(=O)Nc3nnc(C)s3)n2C)cc1
 : -0.7 | -1 | -2.6 | -1 | -0.4 | -2 | 1 | -0.3 | 2.7 | -0.9 | 1.8
> O=S(=O)(Nc1ccccc1F)c1ccc(Cl)nc1
 : 0.9 | 2 | 2.8 | -1 | -1.3 | -15 | 0 | 0.1 | -1.0 | -0.1 | 0.5
> Cc1[nH]n(CCC#N)c(=O)c1CC(=O)N1CCN(c2ccccc2)CC1
 : 0.3 | -3 | -0.3 | 8 | -1.0 | -7 | 2 | -0.5 | 0.0 | 1.0 | -2.1
> COc1ccc(N2CCN(S(=O)(=O)CCNC(=O)c3cccs3)CC2)cc1
 : -1.1 | -3 | -3.1 | 3 | -1.5 | -3 | -4 | -3.8 | -1.3 | -1.8 | -0.6
> CCOC(=O)/C=c1\s/c(=C\c2ccc(C(=O)OC)cc2)c(=O)n1CC(=O)Nc1ccccc1
 : 0.4 | 2 | 4.0 | 4 | -1.5 | -7 | -3 | -0.6 | 0.0 | -0.3 | 1.2
> Cc1ccc(-c2csc(NC(=O)CSc3nc4ccccc4c(=O)n3CCCN(C)C)n2)cc1
 : 2.4 | 10* | 13* | -3 | -1.5 | -3 | -5 | 1.1 | 0.8 | 3.0 | 3.5
> Cc1ccc(CN2CCC(CNC(=O)C3CCCN(c4ncnc5c4nc4n5CCCCC4)C3)CC2)cc1 (centres undefined)
 : -0.6 | -2 | -2.8 | -4 | -2.1 | -8 | -8 | -5.0 | -2.3 | -0.7 | -2.4
> CCn1c2c(c(=N)c3c1CCC3)CCC2
 : -0.9 | -3 | -4.5 | 7 | -2.4 | -2 | 9 | -1.0 | -1.4 | -0.3 | 4.0
> COc1ccc(/C=C(/NC(=O)c2ccc([N+](=O)[O-])cc2)C(=O)NC(C)(C)C)cc1
 : -0.3 | 0 | 0.0 | -2 | -0.9 | 3 | 0 | -0.8 | -1.2 | -1.1 | 0.7
> O=C(NC(Nc1ncccn1)C(=O)c1ccccc1)c1ccccc1 (centres undefined)
 : 0.5 | 1 | 2.8 | -5 | -1.6 | 2 | -1 | -0.8 | -2.8 | 0.2 | 2.5
> Cc1csc(NC(=O)CSc2nncs2)n1
 : 0.7 | -2 | 1.2 | -7 | -0.3 | -2 | -1 | 3.0 | 2.9 | 0.0 | 2.6
> Cc1ccc(NC(=O)c2ccco2)cc1
 : 7.1* | -1 | 13* | 1 | -0.2 | 2 | 13 | 1.9 | 0.6 | -0.3 | 1.4
> CCN(CC(=O)NCCc1ccccc1)S(=O)(=O)c1ccccc1
 : -0.2 | 2 | 1.6 | 0 | -0.4 | -1 | 1 | -0.1 | -2.2 | -0.3 | 0.4
> CCOC(=O)c1nn(-c2ccccc2)c(=O)c(C#N)c1C
 : 0.1 | -1 | -0.9 | 2 | -1.4 | -116 | -18 | -0.6 | -2.2 | -2.7 | 1.4
> Cc1ccc(NC(=O)COC(=O)c2ccc3c(c2)C(=O)N(CCc2ccccc2)C3=O)c(C)c1
 : 0.4 | -2 | -0.4 | 5 | -1.2 | -3 | 18 | 0.3 | 0.9 | 0.3 | 0.6
> Cc1ccc(NC(=O)CN(C)C(=O)c2cccnc2Nc2cccc(C(F)(F)F)c2)cc1
 : 0.0 | -3 | -1.1 | -1 | -0.6 | -7 | -2 | -1.9 | 1.6 | -1.6 | 0.1
> COc1ccc(C(=O)NC2=NCCS2)c(OC)c1
 : 0.9 | 8.0* | 10 | -6 | 1.6* | -6 | -11 | 1.7 | 3.6 | -1.9 | 1.1
> Cc1ccc(C)c(C(=O)CN2C(=O)NC3(CCCCCC3)C2=O)c1
 : 0.5 | 0 | -0.3 | 0 | -0.9 | 2 | 2 | -1.2 | -1.4 | -1.4 | 1.2
> O=C(NCCc1csc(-c2cccnc2)n1)c1cccs1
 : -1.2 | 0 | 0.0 | 1 | -1.5 | 1 | -2 | 0.4 | -1.5 | -1.1 | 0.2
> C#CCOCCOCCOCCNc1nc(N2CCOCC2)nc(N2CCN(C(=O)[C@H]([C@@H](C)CC)n3cc([C@@H](N)CO)nn3)CC2)n1
 : -0.4 | 0 | -0.8 | 4 | -1.6 | 1 | 2 | -0.4 | -1.4 | 0.2 | -1.8
> C/C(CC(=O)NCc1ccc(Cl)cc1)=N\NC(=O)COc1ccc(C)cc1Br
 : -0.5 | -3 | -0.9 | 5 | -1.6 | -10 | -15 | -0.1 | -1.2 | -0.5 | 0.6
> COc1cccc(C(=O)O/N=C(\N)c2ccncc2)c1OC
 : 2.3 | 4 | 4.2 | 2 | -0.6 | 2 | 2 | 0.6 | 0.9 | 0.4 | 4.3
> COC(OC)C12c3ccccc3C(c3ccccc31)C1C(=O)N(c3cccnc3)C(=O)C12 (centres undefined)
 : -0.7 | -3 | -1.9 | 3 | -1.1 | -7 | -4 | -0.9 | -0.7 | -1.7 | 0.0
> CCC(=O)Nc1ccc(C(=O)CSc2nnc(-c3cccnc3)o2)cc1
 : 0.1 | -1 | -2.9 | -3 | -1.0 | -6 | -18 | 0.0 | -0.3 | -1.7 | 1.6
> Cc1cccc(NC(=O)C(C)Oc2ccc(C)nc2[N+](=O)[O-])c1 (centres undefined)
 : 0.9 | -1 | -0.6 | -4 | -1.1 | -3 | 2 | -1.5 | -0.7 | 0.7 | 2.1
> CCOC(=O)c1c(-c2ccc3ccccc3c2)csc1NC(=O)CCCC(=O)O
 : -0.1 | -2 | -1.2 | -2 | -1.2 | -9 | -36 | -0.5 | -2.2 | 0.1 | -2.4
> COc1ccc(C(=O)NC(=S)Nc2cccc3ncccc23)cc1[N+](=O)[O-]
 : -1.3 | -1 | 0.4 | -19 | -1.1 | -12 | 7 | -3.4 | -1.4 | -1.5 | -1.3
> C[C@H]1CN([C@@H](C)CO)C(=O)CCCn2cc(nn2)CO[C@@H]1CN(C)S(=O)(=O)c1ccccc1F
 : / | -1 | 1.6 | -1 | -0.8 | 4 | 6 | -0.4 | -0.1 | 1.1 | /

Compounds were not picked by outcome. About 7% of those tested had a hit in this group.
